APJ agonist: APJ receptor agonism. P35414. CHO-K1 APJ PathHunter beta-arrestin, luminescence; 0% DMSO wells, 100% apelin. activation, % at 20 µM. 0.11% of 330,000 active. AID 2520;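 active = activation more than six SD over the plate average, tested at 20 µM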;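 note: 0% = DMSO alone and 100% = apelin-13 at 10 nM; some results filed as inactive read as strong as hits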
Target sequence (P35414 whole entry, looked up): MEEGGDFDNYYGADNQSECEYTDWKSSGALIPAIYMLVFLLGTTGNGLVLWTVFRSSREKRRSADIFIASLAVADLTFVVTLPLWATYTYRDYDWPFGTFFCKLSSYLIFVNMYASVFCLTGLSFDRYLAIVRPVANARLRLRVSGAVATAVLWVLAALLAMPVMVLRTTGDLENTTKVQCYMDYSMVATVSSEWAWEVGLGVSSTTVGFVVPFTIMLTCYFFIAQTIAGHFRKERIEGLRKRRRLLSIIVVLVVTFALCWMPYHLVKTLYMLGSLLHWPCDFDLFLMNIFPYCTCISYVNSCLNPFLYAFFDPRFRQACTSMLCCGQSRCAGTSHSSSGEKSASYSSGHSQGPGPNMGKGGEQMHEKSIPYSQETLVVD
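Assay system: CHO-K1 cells stably expressing ProLink-tagged human APJ and arrestin–beta-gal acceptor. Compound dosing: 20 µM single point, 1% DMSO. Times: 16-18 h seeding, 90 min dark compound exposure, 60 min detection. Detection: beta-gal luminescence. Evaluation: APJ–arrestin association signal. Controls: negative DMSO alone, positive Apelin-13 at 10 nM.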
EBI2 antag: blocks human EBI2 receptor beta-arrestin signaling | P32249 | EBI2 beta-arrestin recruitment, luminescence, 7a,25-OHC stimulated | inhibition, % at 5 µM | 0.81% of 360,000 active; in the data active = inhibition above about 38%;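 note: enzyme fragment complementation signal reports receptor beta-arrestin coupling in cells; 0% = agonist plus DMSO wells and 100% = wells without agonist; some results beyond the cut were filed as inactive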
Target sequence (P32249 whole entry, looked up, the tested form may be a part): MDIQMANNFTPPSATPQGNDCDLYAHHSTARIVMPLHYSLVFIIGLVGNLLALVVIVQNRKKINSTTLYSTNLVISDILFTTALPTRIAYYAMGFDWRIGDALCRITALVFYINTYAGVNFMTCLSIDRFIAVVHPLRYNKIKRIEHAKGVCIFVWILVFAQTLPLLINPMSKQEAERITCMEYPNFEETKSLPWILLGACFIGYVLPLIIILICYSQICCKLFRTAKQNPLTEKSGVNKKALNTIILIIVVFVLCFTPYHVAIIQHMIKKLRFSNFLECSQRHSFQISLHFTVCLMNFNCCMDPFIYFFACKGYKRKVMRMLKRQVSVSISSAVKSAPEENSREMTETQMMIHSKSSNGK
CXCR6 block: inhibitors of human CXCR6 receptor | O00574 | CHO-K1 PathHunter CXCR6 beta-arrestin, luminescence | inhibition, % at 20 µM | 0.36% of 360,000 active | AID 602244; in the data active = inhibition above about 34%, passing the limit was not always enough;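 note: antagonist mode with CXCL16 agonist at 10 nM final; 0% = 10 nM CXCL16 with DMSO and 100% = unstimulated wells without agonist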
Target sequence (O00574 whole entry, looked up): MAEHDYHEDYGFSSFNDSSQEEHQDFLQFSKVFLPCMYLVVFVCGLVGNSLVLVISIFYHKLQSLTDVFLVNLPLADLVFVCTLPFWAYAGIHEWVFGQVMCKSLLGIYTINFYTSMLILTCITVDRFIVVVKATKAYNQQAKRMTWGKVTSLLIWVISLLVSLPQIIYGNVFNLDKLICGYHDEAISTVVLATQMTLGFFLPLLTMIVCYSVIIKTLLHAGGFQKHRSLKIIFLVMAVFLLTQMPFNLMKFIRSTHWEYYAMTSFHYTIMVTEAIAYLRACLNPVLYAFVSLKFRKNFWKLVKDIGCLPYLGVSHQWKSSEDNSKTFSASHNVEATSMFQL
ATG4B inhibitor: ATG4B (human) cysteine protease inhibition | Q9Y4P1 | ATG4B cleavage of LC3-PLA2, NBD-HPC fluorescence, 1 h | inhibition, % at 8.33 µM | 0.51% of 340,000 active | AID 504462; in the data active = inhibition above about 40%
APJ antagonist: blocks the human apelin receptor APJ | P35414 | CHO-K1 APJ beta-arrestin complementation, luminescence | inhibition, % at 20 µM | 0.32% of 330,000 active | AID 2521;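 active = inhibition above about 40% at 20 µM, limit read from the data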;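 note: cells challenged with 10 nM apelin-13 agonist together with compound; plate controls were apelin-13 plus DMSO wells for no effect and DMSO wells lacking apelin-13 for full effect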
UBC13 inh: inhibitors of human UBC13 polyubiquitin chain formation. inhibition, % at 20 µM. TR-FRET. P61088. AID 485273. 0.47% of 330,000 active; in the data active = inhibition above about 45%, passing the limit was not always enough
CCR6 antag: CCR6 (human) receptor antagonism; P51684; CHO-K1 CCR6 PathHunter beta-arrestin, luminescence, CCL20-stimulated; inhibition, % at 20 µM; 0.49% of 340,000 active;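 active = compounds whose inhibition of the agonist-driven luminescence signal at 20 µM reaches about 50%, limit read from the data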;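 note: cells stimulated with CCL20 at 14 nM final; plate controls were DMSO with CCL20 for no effect and DMSO without agonist for full effect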
Gli-Sufu block: Gli-Sufu pathway antagonism. 0.74% of 340,000 active. Sufu-KO-LIGHT fibroblasts, Gli luciferase reporter luminescence. inhibition, % at 5 µM;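 active = inhibition above about 55%, limit read from the data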;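 note: 0% = DMSO-treated cells and 100% = wells with medium but no cells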
* marks the source's active call; other numbers are inactive results; x = not tested or not shown. The order is random; overall some 3% were active at least once.

A first look (3 entries):
The line under a structure holds: APJ agonist	EBI2 antag	CXCR6 block	ATG4B inhibitor	APJ antagonist	UBC13 inh	CCR6 antag	Gli-Sufu block
Cc1cc(=O)[nH]c(N/N=C/c2ccccc2C(F)(F)F)n1
 : -0.6	-6.0	-1.0	-6.6	1.3	-1.1	-3.6	-4.8
C=CCNC(=O)/C(C#N)=C/c1c(N2CC(C)OC(C)C2)nc2ccccn2c1=O (stereo not drawn)
 : -4.5	-14.0	9.8	-8.1	9.1	17.5	-7.5	1.7
CC(C)n1cnc2c(Nc3ccc(F)c(Cl)c3)nc(NCCO)nc21
 : -3.5	13.2	-11.1	-5.5	-53.4	19.6	9.0	14.4

The listing, from the first entry:
The line under a structure holds: APJ agonist	EBI2 antag	CXCR6 block	ATG4B inhibitor	APJ antagonist	UBC13 inh	CCR6 antag	Gli-Sufu block
Cc1cc(=O)[nH]c(N/N=C/c2ccccc2C(F)(F)F)n1
 : -0.6	-6.0	-1.0	-6.6	1.3	-1.1	-3.6	-4.8
C=CCNC(=O)/C(C#N)=C/c1c(N2CC(C)OC(C)C2)nc2ccccn2c1=O (stereo not drawn)
 : -4.5	-14.0	9.8	-8.1	9.1	17.5	-7.5	1.7
CC(C)n1cnc2c(Nc3ccc(F)c(Cl)c3)nc(NCCO)nc21
 : -3.5	13.2	-11.1	-5.5	-53.4	19.6	9.0	14.4
CC1CCC2(CC1)NC(=O)N(CC(=O)Nc1cccc(S(=O)(=O)N3CCCC3)c1)C2=O (stereo not drawn)
 : -0.8	9.6	-1.2	-8.1	-2.7	0.5	-6.1	4.1
CC1CCN(c2cc(N3CCC(C)CC3)c([N+](=O)[O-])cc2/C=C(\C#N)c2nn(-c3ccccc3)c(N)c2C#N)CC1
 : -9.1	9.9	20.8	-2.4	31.3	-40.4	28.0	14.9
COCCCn1c(C(=O)N2CCOCC2)cc2c(=O)n3cccc(C)c3nc21
 : -1.1	-6.4	-0.4	-3.3	-18.0	0.2	5.8	-1.3
CS(=O)(=O)c1cccc(C(=O)Nc2ccc(S(=O)(=O)N3CCCCC3)cc2)c1
 : -0.7	-0.2	1.1	-2.6	13.0	1.2	8.0	-8.7
O=C(NCc1ccc2c(c1)OCO2)c1ccc2c(c1)OCCO2
 : 0.3	-7.3	-1.4	-5.8	-18.2	2.0	24.8	-11.5
Cc1ccc(NC(=O)c2sc3nc(CCl)[nH]c(=O)c3c2C)c(C)c1
 : x	0.9	3.2	-10.3	x	x	0.4	-29.5
O=P(O)(CCc1ccncc1)CN1CCCCC1
 : -4.4	-3.3	1.2	1.0	7.3	3.3	10.1	4.4
CCN(CC(=O)Nc1ccccc1C(F)(F)F)C(=O)c1ccc2[nH]c3c(c2c1)CC(C)CC3 (stereo not drawn)
 : -0.4	27.9	-8.3	22.1	-7.8	-5.1	19.5	-12.6
O=C(COc1ccccc1)NCC(=O)NC1=NCCS1
 : -1.6	-5.0	-1.3	-6.0	-10.6	2.9	-14.5	-2.8
COc1cccc(NC(=O)CSc2nc(=O)n(Cc3ccncc3)c3c2CCCC3)c1
 : 8.2	-0.5	-1.1	3.0	4.5	-0.6	-3.1	0.9
N#Cc1cccc(C(c2nnnn2Cc2ccccc2)N2CCCC2)c1 (stereo not drawn)
 : 2.6	3.4	-6.3	1.9	2.4	1.6	10.0	4.2
CC(C)OC(=O)c1cc2c(ccn2C)n1CC(=O)N(Cc1ccccc1)c1ccc(F)cc1
 : -4.4	21.4	5.8	14.0	13.4	17.9	5.3	1.5
CCC1(c2ccc(F)cc2)NC(=O)N(CC(=O)NCc2ccccc2Cl)C1=O (stereo not drawn)
 : -5.3	9.4	8.4	-2.7	18.0	5.0	8.6	0.9
CCCOc1ccc2oc(=O)c3c(c2c1)CCCN3C(=O)CN1CCCC(C(=O)OCC)C1 (stereo not drawn)
 : -1.9	4.9	5.8	-5.8	19.3	4.6	10.3	7.0
C#CCOCCOCCOCCNc1nc(N2CCN(C(=O)[C@H](Cc3ccc(O)cc3)n3cc([C@@H](N)C(C)CC)nn3)CC2)nc(N2CCN(C(=O)[C@H](Cc3cc4ccccc4[nH]3)n3cc([C@@H](N)C(C)CC)nn3)CC2)n1 (stereo partly drawn)
 : 3.1	3.1	10.9	-15.2	20.7	77.0*	-7.2	0.7
O=C(c1cnn2c(C(F)(F)F)cc(-c3ccccc3)nc12)N1CCCCC1c1cccnc1 (stereo not drawn)
 : 8.6	11.2	3.3	-19.6	9.8	21.4	7.4	9.9
Cc1cccc(C(=O)N[C@H](C(=O)Nc2ncc(C)s2)C(C)C)c1
 : -0.4	-12.8	5.6	7.2	2.2	-12.8	-8.3	-92.7
CC1CCc2nc(NC(=O)c3cc(C(C)(C)C)nn3C)sc2C1 (stereo not drawn)
 : -4.4	22.9	-10.1	-7.7	-10.4	11.2	9.4	4.9
CC(C)(C)c1cc(C(=O)NCCN2CCCC2)cc(C(C)(C)C)c1
 : -3.3	-6.6	-10.4	7.2	10.7	24.1	12.0	9.6
CC1(C)CC2C1CCC1(O)CC2(C)CCC1N(O)c1ccc(C(=O)NCCO)cn1 (stereo not drawn)
 : 4.9	-7.1	-6.8	0.9	-6.1	15.3	-5.8	-6.2
COc1ccccc1NS(=O)(=O)c1cccc(C(=O)NCC(c2ccco2)N2CCCC2)c1 (stereo not drawn)
 : -2.0	-4.3	-5.4	-5.6	19.1	-4.8	3.0	22.0
N/C(=N\c1nc2c(c(=O)[nH]1)CCCC2)Nc1ccccc1Sc1ccccc1
 : -2.9	9.0	5.3	2.8	4.9	2.7	8.1	23.2
COc1ccc(OC)c(S(=O)(=O)N(C)CC(=O)Nc2cc(Cl)ccc2OC)c1
 : -2.6	4.3	0.4	1.2	-0.5	20.2	7.9	0.2
COC(=O)C1CCN(S(=O)(=O)CCNC(=O)c2cccc(OC)c2)CC1
 : -3.6	-9.4	2.5	0.5	12.8	-1.7	-8.6	-7.3
CC(C)CC(CO)N1CCN(C(=O)c2ccccc2)CCC1=O (stereo not drawn)
 : -3.1	-13.2	0.0	-1.0	-4.4	7.4	-0.4	3.0
Cc1c(N)cccc1Cl
 : x	0.5	-1.7	3.5	x	x	-3.0	-9.9
CCN1CCN(S(=O)(=O)c2ccc(OC)c(NC(=O)c3ccccc3)c2)CC1
 : 4.7	-2.4	-1.5	9.8	8.1	-7.4	2.5	36.5
Cc1ccc(CCNCc2c(C(=O)O)c(C)n(-c3ccccc3)c2C)cc1
 : -1.5	-13.3	-1.3	-2.2	-10.8	-0.2	-4.8	-1.5
CC(C)(C)NC(=O)C(c1ccncc1)N(C(=O)c1csnn1)c1ccccc1 (stereo not drawn)
 : -1.2	-0.9	-4.0	-16.9	0.1	3.7	9.2	-1.1
C/C(=N\NC1=NCCN1)c1ccc(Cl)cc1
 : -3.5	-15.7	-3.8	10.1	19.2	7.2	2.4	4.2
O=C1C2C3c4ccccc4C(c4ccccc43)[C@@H]2C(=O)N1c1ccccn1 (stereo partly drawn)
 : -3.7	-10.9	8.2	13.4	0.3	-4.0	0.5	2.1
C/C(=N\NC(=O)CC1N=C(Cc2ccccc2)NNC1=O)c1ccc(C)cc1 (stereo not drawn)
 : 0.1	-1.8	-1.0	-9.6	-11.8	-4.9	-3.3	-3.8
CCC(CC)C(=O)Nc1nnc(SCC(=O)N2CCN(c3ccccc3OC)CC2)s1
 : 3.9	-5.3	-11.9	-16.8	0.2	-10.6	2.5	4.3
CN(C)S(=O)(=O)c1cccc(NC(=O)C(c2ccccc2)c2ccccc2)c1
 : -2.1	9.2	4.7	2.8	2.5	10.1	5.0	-14.3
CCn1cc(CNC(=O)c2cccc([N+](=O)[O-])c2)cn1
 : -3.7	-7.6	2.5	-8.5	9.5	5.1	8.2	-3.0
CCOC(=O)c1cc(-c2csc(N/N=C/c3ccccc3Cl)n2)on1
 : 3.1	3.2	2.3	5.2	19.1	-4.0	-2.4	2.1
Cc1ccc(S(=O)(=O)Nc2ccccc2-c2ccccc2NS(=O)(=O)c2ccc(C)cc2)cc1
 : -0.2	4.1	-13.3	12.6	-1.7	-26.3	-18.3	-2.0
CCc1ccccc1N1C(=O)C2CC=CCC2C1=O (stereo not drawn)
 : -2.2	3.8	-6.4	0.9	3.7	4.8	-7.6	-3.3
CCOC(=O)N1CCN(C(=O)CSc2ccc3nnc(-c4ccncc4)n3n2)CC1
 : -0.2	-1.1	-9.7	0.9	1.6	4.2	2.1	58.9*
COc1ccc(-c2cc(=O)oc3cc(OCC(=O)N[C@@H](Cc4c[nH]c5ccccc45)C(=O)O)ccc23)cc1
 : 0.4	-3.5	2.7	-19.5	9.7	-13.8	5.8	4.7
CCC(C)C(=O)Nc1cc(OC)c(OC)cc1C(=O)O (stereo not drawn)
 : -0.1	3.3	-5.1	5.0	2.9	2.3	8.1	3.4
COc1ccc(C2=NOC(C)(c3nnc(-c4ccc(F)cc4)o3)C2)cc1 (stereo not drawn)
 : -0.8	4.1	0.0	-8.0	7.0	8.0	8.6	-0.3
CN(CCNC(=O)C1CC(=O)N(C2CCCC2)C1)Cc1ccccc1 (stereo not drawn)
 : -0.1	-1.1	7.4	-1.9	-18.0	2.9	-1.8	-3.4
COC(=O)c1ccc(C2C(C#N)=C(N)Oc3cc(C)n(C)c(=O)c32)cc1 (stereo not drawn)
 : -0.5	-9.8	-2.8	-6.2	12.6	-0.7	-0.9	0.6
Cc1ccc(C(=O)CNc2cccc([N+](=O)[O-])c2)cc1
 : -4.2	22.5	13.3	-7.0	54.7*	-4.0	22.3	-11.3
CCCC(C)NC(=O)Cc1ccccc1[N+](=O)[O-] (stereo not drawn)
 : -2.2	-6.6	-10.3	-5.4	10.1	3.8	2.0	3.5
N#Cc1ccc(C(=O)Nc2nc(-c3cccs3)c(C(=O)C(F)(F)F)s2)cc1
 : -1.7	-9.8	-12.2	3.5	-77.3	-9.0	2.0	62.5*

More entries follow:
The line under a structure holds: APJ agonist	EBI2 antag	CXCR6 block	ATG4B inhibitor	APJ antagonist	UBC13 inh	CCR6 antag	Gli-Sufu block
Cc1ccc(S(=O)(=O)Nc2nc(C)c(NC(=O)OCCCl)s2)cc1
 : 2.3	1.8	-7.7	-5.2	4.9	11.7	-12.9	-13.6
CCN(CC)CCNC(=O)Cc1c(C(=O)O)n(CC)c2ccccc12
 : -5.7	3.7	-0.3	-22.3	12.4	-0.7	13.3	3.2
Cc1cc(NC(=O)c2cc(-c3ccccn3)nc3ccccc23)no1
 : -4.1	-3.0	4.1	-1.9	14.6	1.3	-10.9	8.7
CC(C)(C)NC[C@@H](O)COc1cccc2c1CCCC2=O
 : 1.7	-7.6	-9.3	3.5	-10.3	-3.9	9.6	-1.1
CC(C)CCOCC1CC2(CC(C)(c3csc(N)n3)OC2=O)C(=O)O1 (stereo not drawn)
 : -2.1	-2.0	-15.3	1.3	25.3	7.0	16.4	-9.6
CCOC(=O)c1c(C)n(C)c2ccc(OC(=O)c3ccc([N+](=O)[O-])cc3)cc12
 : 3.1	8.3	-5.4	-7.8	-32.5	-6.7	-14.3	-8.6
O=C1CC(c2cccc(Cl)c2)c2cc3c(cc2N1)CCC3 (stereo not drawn)
 : -2.9	6.3	4.2	9.6	-7.1	-3.7	20.1	3.3
COc1ccc(C(CC(=O)NCC(OC)OC)NS(=O)(=O)c2ccc(Cl)cc2)cc1 (stereo not drawn)
 : -2.6	-7.0	-7.0	-8.2	3.9	-17.5	-6.9	-1.4
CC1CCCN(CCOCCOc2ccccc2-c2ccccc2)C1 (stereo not drawn)
 : -1.9	-10.1	1.6	-0.7	-9.8	-0.1	11.6	24.1
CN(C)c1ccc(C(=O)c2ccc(N(C)C)c3ccccc23)cc1
 : -1.7	-1.1	5.1	27.6	-9.3	-6.5	18.2	7.1

Screening data from PubChem BioAssay.
